iPSC survival up: enhancers of single-cell hiPSC survival, primary screen, ATPlite luminescence. 360,000 compounds, 0.044% hits. 100% = ROCK inhibitor wells, 0% = DMSO. AID 602274, 2012. survival enhancement, % at 20 µM; in the data active = survival enhancement above about 18%;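 note: cells exposed to compounds for 16 hours before the ATP read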
PDI inh: inhibitors of human PDI, primary screen, biochemical, turbidity, single point, plate reader; PDI insulin aggregation turbidity, A650, 90 min; 350,000 compounds, 0.052% hits; Protein disulfide-isomerase (Homo sapiens), P07237; inhibition, % at 10 µM; AID 588391, 2011;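 active = mean inhibition across replicates of 30% or more, whatever share of single replicates reach that level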;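 note: absorbance from insulin aggregation driven by PDI reduction with DTT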
Target sequence (P07237 whole entry, looked up): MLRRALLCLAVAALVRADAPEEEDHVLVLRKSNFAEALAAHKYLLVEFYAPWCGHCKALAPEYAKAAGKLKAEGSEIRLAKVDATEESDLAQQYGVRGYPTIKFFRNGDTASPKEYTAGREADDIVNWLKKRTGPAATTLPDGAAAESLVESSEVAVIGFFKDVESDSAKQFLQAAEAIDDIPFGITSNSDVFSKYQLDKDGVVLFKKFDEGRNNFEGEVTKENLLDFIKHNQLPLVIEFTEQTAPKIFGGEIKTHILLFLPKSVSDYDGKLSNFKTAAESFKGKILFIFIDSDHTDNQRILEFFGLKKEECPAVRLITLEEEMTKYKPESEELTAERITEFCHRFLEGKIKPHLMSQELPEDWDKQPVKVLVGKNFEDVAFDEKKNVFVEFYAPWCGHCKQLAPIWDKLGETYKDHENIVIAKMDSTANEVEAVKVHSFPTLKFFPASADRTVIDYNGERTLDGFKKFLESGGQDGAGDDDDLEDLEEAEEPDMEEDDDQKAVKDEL
Vif imaging: HIV Vif self-association inhibitors, primary screen, imaging, HEK293T, single point | HEK293T cells, Vif self-association by quenched fluorescence, 24 h | 340,000 compounds, 0.35% hits | inhibition, % at 7.49 µM; in the data active = inhibition above about 50%, passing the limit was not always enough; note: some results filed as inactive read as strong as hits
Exocytosis inh: LAMP-1 surface exposure blockers, TALL-104 cells – cell-based, flow cytometry, MLPCN library, primary screen. 360,000 compounds, 0.66% hits. AID 651702, 2012. TALL-104 LAMP-1 surface exposure; cells stimulated with thapsigargin and PMA. inhibition, % at 10 µM;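 active = inhibition above about 55%, limit read from the data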
CaV13 FRET inh: Disruptors of the CACNA1D IQ motif to Ca2+-dependent inactivation inhibitor domain association, primary screening, Förster resonance energy transfer in intact living …; HEK cells, CFP/YFP FRET ICDI-IQ, plate reader, 10 min; percent FRET-ratio fall versus neutral wells; inhibition, % at 12.3 µM; 340,000 compounds, 0.098% hits; AID 743397;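 active = mean replicate inhibition of at least 30% and at least 1% of replicates passing that level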;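 note: 0% = median of the neutral control wells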
HIF-2a block: HIF-2a reporter inhibitors, primary screen, luminescence, 786-0 RCC cells; 360,000 compounds, 0.72% hits; inhibition, % at 18.8 µM; 786-0 RCC cells HIF-2a reporter, luciferase luminescence, overnight; AID 624352, 2012;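 active = inhibition of the luminescence signal of 40% or more relative to plate controls, in a single-dose primary screen at 18.75 µM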
TRPM1 prom inh: inhibitors of MITF-dependent TRPM1 promoter reporter, primary screen, cell-based, SK-MEL-5, single point, luciferase; inhibition, % at 12.5 µM; AID 488899, 2010; 330,000 compounds, 0.83% hits; SK-MEL-5 TRPM1 promoter luciferase, 24 h;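 active = mean inhibition across replicates of 60% or more, whatever share of single replicates reaches that level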; note: values of inactives mirror those of a sister screen read the other way
NR2E3 ag-1: NR2E3 agonists in two-hybrid cells, primary screen, cell-based, luminescence, CHO-S, Gal4-NCOR/VP16-NR2E3 | inhibition of corepressor binding, % at 3.98 µM | 360,000 compounds, 0.35% hits | luciferase | AID 602229, 2012 | Photoreceptor-specific nuclear receptor (Homo sapiens), Q9Y5X4;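 active = inhibition above the mean of all tested compounds plus 3 SD, cut at about 70% in these data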;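 note: 0% = DMSO with NR2E3 transfected cells and 100% = cells lacking NR2E3 construct; higher means lower luciferase signal from less NR2E3 corepressor binding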
Target sequence (Q9Y5X4 whole entry, looked up, the tested form may be a part): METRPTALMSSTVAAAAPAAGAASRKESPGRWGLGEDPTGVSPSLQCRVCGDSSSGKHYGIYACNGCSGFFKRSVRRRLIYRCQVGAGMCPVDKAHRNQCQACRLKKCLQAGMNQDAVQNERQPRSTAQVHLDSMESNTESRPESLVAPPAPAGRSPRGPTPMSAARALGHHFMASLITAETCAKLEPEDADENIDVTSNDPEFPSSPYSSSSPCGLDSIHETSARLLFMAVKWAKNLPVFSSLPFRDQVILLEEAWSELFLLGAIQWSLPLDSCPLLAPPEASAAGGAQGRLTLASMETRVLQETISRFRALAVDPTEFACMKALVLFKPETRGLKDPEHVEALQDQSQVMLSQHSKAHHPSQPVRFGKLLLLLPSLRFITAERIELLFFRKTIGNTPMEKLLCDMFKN
aDG glyco up: activators of alpha-DG glycosylation, primary screen, uHTS, Pro5-aDG cells, AlphaScreen. 360,000 compounds, 0.22% hits. alpha-DG glycosylation AlphaScreen (IIH6); 0% Pro5, 100% B10-LARGE cell signal. activation, % at 10 µM. AID 624168, 2012;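 active = activation of at least 8% versus controls, or a plate z-score of at least 8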;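 note: Pro5 are CHO cells carrying HIG-tagged alpha-DG that lacks glycosylation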
NR2E3 ag-2: inhibitors of NR2E3-RetCOR corepressor binding, primary screen, NR2E3 agonist project, biochemical, TR-FRET, GST-NR2E3, biotin-RetCOR. Photoreceptor-specific nuclear receptor (Homo sapiens), Q9Y5X4. 1536-well. inhibition of corepressor binding, % at 4.78 µM. 320,000 compounds, 0.12% hits. AID 2300, 2010;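 active = percent inhibition above the cutoff of mean plus 3 SD of all tested compounds, set per screening campaign, cut at about 20% in these data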;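 note: 0% = DMSO wells and 100% = biotin wells as full block of FRET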
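Test system: GST-NR2E3 and biotin-RetCOR proteins | Quantity: 1.35 nM GST-tagged NR2E3 final | Medium: Tris pH 7.5 | Also added: 7 nM biotin-RetCOR | Dosing: Compound at 4.8 µM, single dose | Timing: 5 h at 4 °C | Detection: Time-resolved FRET | Read-out basis: Percent inhibition | Benchmarks: Biotin wells as high control, 0.6% DMSO wells as low control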
Peg3 prom inh: Peg3 promoter-driven luciferase inhibitors, primary screen, cell-based, HeLa, luciferase luminescence | HeLa PEG-Prom luciferase reporter, overnight | inhibition, % at 20 µM | 360,000 compounds, 1.7% hits | AID 588405, 2011;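 active = inhibition of at least 50% at 20 µM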
Active calls of the source: *; / = not tested or not shown.

Sample of the layout (9 entries):
SMILES | iPSC survival up | PDI inh | Vif imaging | Exocytosis inh | CaV13 FRET inh | HIF-2a block | TRPM1 prom inh | NR2E3 ag-1 | aDG glyco up | NR2E3 ag-2 | Peg3 prom inh
C=CCCCCCCCCC(=O)Nc1c[nH]c(=O)[nH]c1=O | -0.5 | 1 | 10 | 5 | / | 5 | -3 | 2 | -0.3 | 2 | 6
O=C(NCCNC(=O)Oc1cccc2ccccc12)Oc1cccc2ccccc12 | 3.4 | -12 | 2 | -3 | -5 | -75 | 19 | -40 | 0.4 | / | -95
CCN(CC)CC(=O)Nc1ccc([N+](=O)[O-])cc1 | 1.8 | -1 | 20 | 0 | -4 | 4 | 7 | -4 | 0.2 | 1 | 6
CC(C)C(NC(=O)c1ccc(C(C)(C)C)cc1)C(=O)NCCc1ccccn1 (stereo unspecified) | 0.3 | -7 | -3 | -3 | 3 | 11 | 2 | -28 | -0.6 | -1 | 26
CC(C)C(=O)Nc1ccc(-c2csc(-c3ccccc3)n2)cc1 | -0.6 | -4 | -6 | -1 | -8 | -235 | -139 | -66 | 0.1 | -7 | -154
COc1ccccc1/C=C/C(=O)NCC(=O)N/N=C/c1cccnc1 | 1.3 | 4 | 1 | -4 | -6 | 15 | 5 | 16 | -0.2 | 0 | -11
CC(=O)c1cccc(CN2CCN(Cc3ccccc3)C(CCO)C2)c1 (stereo unspecified) | 0.8 | 4 | -2 | 0 | -9 | 13 | 7 | -22 | 0.2 | 2 | 1
Cc1nn(-c2ccccc2)c2c1C(=O)N(c1ccccc1)C(=O)C(C)(C)C2 | -1.7 | 6 | -9 | -3 | -6 | 7 | 0 | -24 | 0.1 | -1 | 9
COc1ccc(CN2C(=O)c3cccc4cccc2c34)cc1F | 1.1 | 13 | 4 | 7 | -5 | 16 | -3 | -23 | 0.1 | 4 | 15

Main list, from the start:
SMILES | iPSC survival up | PDI inh | Vif imaging | Exocytosis inh | CaV13 FRET inh | HIF-2a block | TRPM1 prom inh | NR2E3 ag-1 | aDG glyco up | NR2E3 ag-2 | Peg3 prom inh
C=CCCCCCCCCC(=O)Nc1c[nH]c(=O)[nH]c1=O | -0.5 | 1 | 10 | 5 | / | 5 | -3 | 2 | -0.3 | 2 | 6
O=C(NCCNC(=O)Oc1cccc2ccccc12)Oc1cccc2ccccc12 | 3.4 | -12 | 2 | -3 | -5 | -75 | 19 | -40 | 0.4 | / | -95
CCN(CC)CC(=O)Nc1ccc([N+](=O)[O-])cc1 | 1.8 | -1 | 20 | 0 | -4 | 4 | 7 | -4 | 0.2 | 1 | 6
CC(C)C(NC(=O)c1ccc(C(C)(C)C)cc1)C(=O)NCCc1ccccn1 (stereo unspecified) | 0.3 | -7 | -3 | -3 | 3 | 11 | 2 | -28 | -0.6 | -1 | 26
CC(C)C(=O)Nc1ccc(-c2csc(-c3ccccc3)n2)cc1 | -0.6 | -4 | -6 | -1 | -8 | -235 | -139 | -66 | 0.1 | -7 | -154
COc1ccccc1/C=C/C(=O)NCC(=O)N/N=C/c1cccnc1 | 1.3 | 4 | 1 | -4 | -6 | 15 | 5 | 16 | -0.2 | 0 | -11
CC(=O)c1cccc(CN2CCN(Cc3ccccc3)C(CCO)C2)c1 (stereo unspecified) | 0.8 | 4 | -2 | 0 | -9 | 13 | 7 | -22 | 0.2 | 2 | 1
Cc1nn(-c2ccccc2)c2c1C(=O)N(c1ccccc1)C(=O)C(C)(C)C2 | -1.7 | 6 | -9 | -3 | -6 | 7 | 0 | -24 | 0.1 | -1 | 9
COc1ccc(CN2C(=O)c3cccc4cccc2c34)cc1F | 1.1 | 13 | 4 | 7 | -5 | 16 | -3 | -23 | 0.1 | 4 | 15
O=C(O)c1cccc(S(=O)(=O)Nc2ccc(N3CCCCC3)cc2)c1 | -2.8 | 3 | 11 | -2 | -7 | 4 | 0 | 25 | -0.1 | / | -2
CCc1ccc(C2(O)CC(C(F)(F)F)=NN2C(=O)Cc2ccc([N+](=O)[O-])cc2)cc1 (stereo unspecified) | -0.5 | 2 | 11 | -1 | -4 | 18 | 11 | 16 | 0.1 | 3 | 27
CC(NC(N)=O)C(=O)OCC(=O)c1ccc(-c2ccccc2)cc1 (stereo unspecified) | -0.8 | 5 | -3 | 1 | -2 | 1 | -15 | -13 | 0.4 | 1 | -9
COc1cc(C(=S)N2CCCCC2)ccc1O | 2.0 | -3 | 16 | 5 | / | 9 | -7 | 6 | -0.1 | 1 | 10
CNc1oc(-c2ccc(Cl)cc2)nc1P(=O)(c1ccccc1)c1ccccc1 | 1.6 | 1 | -15 | 7 | -5 | 14 | 4 | 3 | 0.1 | -2 | 33
COc1ccc(C2N=C(c3ccccc3)C(C)(C)N2O)cc1OC (stereo unspecified) | -0.8 | 7 | -1 | -2 | -9 | -1 | -7 | 14 | 0.0 | 4 | 3
O=C(c1cccc2cccc(O)c12)N1CCCCC1 | 4.6 | 3 | -12 | 5 | 0 | 9 | 9 | 14 | 0.0 | 3 | 2
COc1ccc(C(=O)NCC(=O)O)cc1 | -1.6 | 8 | 3 | -3 | -6 | 9 | 3 | -13 | 0.0 | -1 | 5
O=C(NC(c1ccc(-c2ccccc2)cc1)c1cnccn1)C1CCN(Cc2cccc(C(F)(F)F)c2)CC1 (stereo unspecified) | -0.7 | 2 | / | 17 | / | -26 | / | -6 | 2.8 | / | 33
Cc1ccc(S(=O)(=O)Nc2ccc3c(c2)nc(CCN2CCCC2)n3C)cc1 | -0.4 | 8 | 20 | 1 | -2 | 11 | 16 | -12 | 0.2 | 5 | 13
CCOc1ccc(CC(=O)Nc2nccs2)cc1 | 0.3 | 0 | 4 | -5 | -13 | -22 | -6 | -20 | -0.2 | 1 | -25
O=C(N/N=C/c1cccs1)c1n[nH]c2c1CCC2 | -3.2 | 0 | -2 | 8 | -5 | -10 | 11 | -90 | -0.2 | 1 | -19
O=C(COC(=O)c1cc(S(=O)(=O)Nc2ccccc2Cl)ccc1O)Nc1nc2ccccc2s1 | -0.5 | -5 | -8 | 2 | -6 | -46 | 10 | -20 | 0.0 | / | -9
CCc1ccccc1NC(=O)CSc1ncn[nH]1 | -0.7 | 7 | -6 | 6 | -7 | 1 | 2 | -1 | -0.2 | 5 | 14
NNc1ccc2nncn2n1 | 2.7 | 6 | 8 | 16 | 0 | 14 | -1 | 0 | -0.2 | 1 | 5
O=C(CSc1ncn[nH]1)Nc1ccccc1Sc1ccccc1 | -1.1 | 5 | -7 | -1 | -7 | 8 | 9 | -12 | 0.2 | 1 | 10
Additional entries follow.
SMILES | iPSC survival up | PDI inh | Vif imaging | Exocytosis inh | CaV13 FRET inh | HIF-2a block | TRPM1 prom inh | NR2E3 ag-1 | aDG glyco up | NR2E3 ag-2 | Peg3 prom inh
Cc1ccc(S(=O)(=O)NNC(=O)c2cnn(-c3ccccc3)c2-n2cccc2)cc1 | 1.9 | -8 | -7 | 0 | -4 | 7 | 13 | 7 | -0.1 | 0 | 17
COc1ccc(NC2=NC(=S)N(c3ccccc3C)C23CCCCC3)cc1 | 0.1 | 5 | -2 | -1 | -4 | 14 | -2 | -19 | -0.1 | 4 | 0
Oc1[nH]c2ccccc2c1N=Nc1ccccc1 | 1.7 | 8 | 0 | -3 | -4 | -298 | -22 | -133 | -0.1 | 1 | -219
COc1ccc(C(C(N)=O)c2ncc(C(F)(F)F)cc2Cl)cc1 (stereo unspecified) | 1.6 | -2 | -20 | -2 | 0 | 18 | -11 | -16 | 0.1 | 5 | 20
Cc1ccc2nc(SCC(=O)NCc3ccc4c(c3)OCO4)nc(=O)n2c1 | -0.2 | -6 | 4 | 5 | -5 | 15 | -6 | 3 | -0.3 | 2 | 14
Nc1nc2nc(-c3ccc(OCc4ccccc4)cc3)cc(C(F)(F)F)n2n1 | -2.9 | -4 | -8 | -7 | -2 | -6 | -2 | -1 | -0.2 | 2 | 7
CCNC(=O)CC1C(=O)N(c2ccc(C)cc2)C(=O)N1CCOC (stereo unspecified) | -0.3 | 2 | -12 | 7 | -20 | 15 | 5 | -49 | -0.1 | -2 | 5
CCC1Oc2ccc(C)cc2N(CC(=O)N(Cc2cccnc2)Cc2ccc(C)o2)C1=O (stereo unspecified) | -0.1 | 9 | / | -2 | -2 | 11 | -14 | 10 | 0.3 | 5 | 20
COc1ccc(-c2cn[nH]c2C)cc1OC | 3.9 | -6 | 2 | -1 | -4 | 19 | -5 | -2 | 0.6 | 3 | 1
Cc1nc2scc(C)n2c(=O)c1S(=O)(=O)Nc1ccc(N2CCN(S(C)(=O)=O)CC2)cc1 | 0.3 | 2 | 1 | 0 | -2 | 10 | 7 | -12 | 0.3 | -1 | 13
CCNC(=S)NS(=O)(=O)c1ccc(F)cc1 | -0.7 | -3 | 4 | 0 | -3 | 9 | 7 | -18 | -0.3 | 6 | 8
COc1cc2[nH]c(=S)nc(NCc3ccccc3)c2cc1OC | 0.9 | 4 | -1 | -4 | -20 | 4 | -8 | 1 | 0.0 | 2 | 16
O=C1NC[C@@H](CCCCN2C[C@H](Cc3ccc(O)cc3)N(CCc3ccccc3)C(=O)C2=O)N(CC2CCCCC2)C1=O | 0.7 | / | / | 4 | -3 | 12 | / | -2 | 0.0 | / | /
O=C(O)CCc1ccc(-c2ccccc2)n1-c1cccc(C(=O)O)c1 | 0.8 | -5 | 3 | -1 | -2 | -37 | -12 | -93 | 0.0 | 2 | -32
CCOc1c(Br)cc(C(N)=O)cc1OCc1ccccc1 | 2.6 | -3 | 2 | -2 | -4 | 22 | 6 | 1 | 0.1 | 4 | 2
Cc1ccc(S(=O)(=O)N(C)S(=O)(=O)c2ccc(C)cc2)cc1 | 2.7 | 1 | 4 | -1 | -13 | 9 | 0 | 7 | 0.0 | 4 | -4
O=C(NC1CCCCC1)C(c1ccccc1)N1CCOCC1 (stereo unspecified) | -0.1 | 5 | -3 | -3 | / | 3 | -11 | 1 | -0.1 | -3 | -1
CN(C(=O)COC(=O)c1nc(Cl)c(Cl)c(Cl)c1Cl)C1CCS(=O)(=O)C1 (stereo unspecified) | 42* | -7 | 16 | -3 | -4 | 40 | 94* | 44 | 0.4 | / | 107*
Cc1cc2nc(N)sc2cc1[N+](=O)[O-] | -1.3 | -3 | 14 | -1 | -8 | -87 | -6 | -32 | 0.0 | -2 | -72

Screening data (PubChem BioAssay)
